Screening results deposited in PubChem by National Center for Advancing Translational Sciences (NCATS).
DRD3 antagonist = antagonists of human D3 dopamine receptor; actives 2.5% (n = 360,000); AID 652054; D3R cells, DiscoveRx beta-arrestin luminescence, antagonist mode; hits give low values; max response, negative = inhibition, %; in the data active = max response below about -50%; inconclusive = no clear call, values can overlap the other calls; also: % is scaled to controls: 0 for no effect and ±100 for the full control effect; mostly tested at two doses, the higher about 12 µM
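Cells expressing the human receptor were seeded at 1500 cells/well, incubated overnight at 37 degrees C in 5% CO2, then exposed to library compounds with dopamine controls for 90 minutes at 37 degrees C before luminescent detection.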
HEK293 tox = cytotoxicity in counter-screen for GLP-1R inverse agonists | HEK293 cAMP-luciferase reporter cells, luminescence, 24 h | Potency, µM (series often up to 38.3 µM), for the others: at the highest dose activity change, negative = inhibition, hits mostly inhibitors | actives 0.13% (n = 410,000);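 also: loss of luciferase light is scored as toxicity; potency is read from the fitted curve at half-maximal effect; % is scaled to controls: 0 for no effect and ±100 for the full control effect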
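MLSMR compounds, 24 hr on cells at 37 deg C/5% CO2; luminescence after luciferase reagent (12 min RT). Inhibition counted as the undesired cytotoxic outcome.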
GLP-1R agonist = GLP-1 receptor (human) agonism. Potency, µM (highest dose often 45.6 µM), for the others: at the highest dose activation, usual class: activators. HEK293 GLP-1R CRE-luciferase, luminescence, 4-6 h; cells express a hypersensitive GLP-1R form. P43220. AID 624172. actives 0.007% (n = 380,000); also: potency is read from the fitted curve at half-maximal effect; % of control where 0% means no effect
Target sequence (P43220 whole entry, looked up): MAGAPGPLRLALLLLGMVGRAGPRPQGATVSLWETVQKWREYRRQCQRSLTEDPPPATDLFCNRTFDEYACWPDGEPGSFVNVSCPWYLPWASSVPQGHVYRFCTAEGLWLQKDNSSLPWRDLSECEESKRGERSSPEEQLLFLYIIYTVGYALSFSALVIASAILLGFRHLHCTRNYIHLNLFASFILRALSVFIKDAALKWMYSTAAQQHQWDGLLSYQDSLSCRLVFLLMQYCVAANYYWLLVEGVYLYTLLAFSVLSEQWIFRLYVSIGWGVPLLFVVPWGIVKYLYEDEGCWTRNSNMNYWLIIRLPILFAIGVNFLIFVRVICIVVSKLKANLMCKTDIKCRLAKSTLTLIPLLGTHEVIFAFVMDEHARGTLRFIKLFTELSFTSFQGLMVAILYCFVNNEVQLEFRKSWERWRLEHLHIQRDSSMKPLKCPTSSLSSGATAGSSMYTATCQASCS
PTHR1 agonist = agonists of human PTHR1 parathyroid hormone receptor | HEK293 GP2 PTHR1 cells, GloSensor cAMP luminescence, 1 h | Potency, µM (titrated, usually from 115 µM), for the others: top-dose activation, hits mostly activators | Q03431 | actives 0.075% (n = 410,000); also: potency is read from the fitted curve at half-maximal effect; nearly all actives have a fitted effect of over 55% in size; some results filed as inactive show a strong effect at the top dose; inactives centre near -15; many of its hits are not listed in these tables
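HEK-293-derived GP2 cells expressing PTHR1 and a GloSensor cAMP reporter, 3,000/well, plated overnight, given luciferin plus IBMX (each 0.5 mM as added) for 1 h at 37 °C, then compound for 1 h at 37 °C. Luminescence was read after 15 min at room temperature.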
GLP-1R inv ag = GLP-1 receptor (human) inverse agonism; P43220; HEK293 GLP-1R CRE-luciferase, luminescence, 24 h; GLP-1R form is constitutively active; Potency, µM (doses to about 38.3 µM), for the others: at the top dose activity change, negative = inhibition, usual class: inhibitors; actives 1.6% (n = 410,000); also: potency is read from the fitted curve at half-maximal effect; % is scaled to controls: 0 for no effect and ±100 for the full control effect; nearly all actives have a fitted effect of over 55% in size
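Seeding at 200 cells/uL, 12 h culture, 24 hr compound treatment, then luciferase reagent and a luminescence read; cells are HEK293 stably expressing a constitutively active GLP-1R plus cAMP-responsive luciferase.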
DRD3 agonist = D3 dopamine receptor (human) agonism; max activation, %; D3R DiscoveRx beta-arrestin cells, luminescence, 90 min; P35462; AID 652048; actives 0.58% (n = 410,000); in the data active = max activation above about 30%; also: 0% is about no effect; mostly tested at two doses, the higher about 12 µM
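Agonist mode: compounds and dopamine controls were applied to plated cells for 90 min at 37 degrees C after an overnight attachment at 1500 cells/well. Luminescent read-out followed 30 - 60 minutes at room temperature with DiscoveRx detection reagent.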
aSyn yeast inh = alpha-synuclein toxicity inhibition in yeast; AID 652106; actives 0.14% (n = 370,000); Potency, µM (top dose mostly 46.1 µM), inactives show at the top dose growth rescue (activation), most hits filed as activators; Yeast expressing alpha-synuclein, growth rescue, BacTiter-Glo, 24 h; also: potency is read from the fitted curve at half-maximal effect; % of control where 0% means no effect; nearly all actives have a fitted effect of over 65% in size
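Galactose-induced alpha-syn yeast (OD600=0.02, raffinose-pregrown) + pinned cpd, 24 hr, 30 deg C; growth by BacTiter-Glo luminescence. Growth restoration scores as activation.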
TDP-43 yeast inh = TDP-43 toxicity inhibition in yeast; actives 1.8% (n = 410,000); AID 652104; TDP-43 expressing yeast growth rescue, BacTiter-Glo, 24 h; Potency, µM (highest dose often 46.1 µM), for the others: top-dose growth rescue (activation), hits mostly activators; also: potency is read from the fitted curve at half-maximal effect; % of control where 0% means no effect; nearly all actives have a fitted effect of over 50% in size
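Luminescence from BacTiter-Glo reports growth of TDP-43-expressing yeast after 24 hr at 30 deg C with compound. Cells were raffinose-pregrown to mid-log, then seeded in galactose medium at OD600=0.02.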
KB-V1 cytotox = kills drug-selected multidrug resistant KB-V1 cells | KB-V1 MDR cells viability, CellTiter-Glo, 72 h | Potency, µM (series often up to 46.1 µM), for the others: at the top dose activity change, negative = cytotoxicity, hits mostly cytotoxic | actives 3.4% (n = 400,000); also: potency is read from the fitted curve at half-maximal effect; % is scaled to controls: 0 for no effect and ±100 for the full control effect; nearly all actives have a fitted effect of over 60% in size
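Readout: CellTiter-Glo luminescence, 10 min after addition. Cells: KB-V1 MDR subline, 72 h at 37 degrees C with compound. Analysis: corrected, normalized data fitted to concentration-effect curves.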
* marks the source's active call; other numbers are inactive results; i = inactive; ? = inconclusive; nt = no result given; [ ] = another dose, or the depositor's remark. Unless noted, calls follow the shape of the dose curve; as a rule, active = well fitted curve in the direction sought with a large enough effect; inconclusive = small, poorly fitted or top-dose-only effect, or another doubt; inactive = no such curve, though single readings can be large; an effect the other way counts as inactive or inconclusive. This is a subset; rates above refer to the full screens.

SMILES	DRD3 antagonist	HEK293 tox	GLP-1R agonist	PTHR1 agonist	GLP-1R inv ag	DRD3 agonist	aSyn yeast inh	TDP-43 yeast inh	KB-V1 cytotox
O=C(O)c1cccc(NC(=O)c2ccc(COc3ccc(Cl)cc3)cc2)c1	5	-2%	2%	-22%	5%	5	1%	19%	?
CCCCOc1nc2ccccc2nc1C(C#N)S(=O)(=O)c1ccccc1 (stereo not given)	18	7%	-2%	-17%[57.5 µM]	-1%	5	-11%	-6%	-17%
CN(C)c1ccc(/C=N/NC(=O)c2ccccc2Cl)cc1	3	-26%	9%	i	?	-10	1%	-13%[0.397 µM]	?
CC1(C(=O)NS(C)(=O)=O)CCN1C(=O)CC(c1ccccc1)c1ccccc1 (stereo not given)	2	5%	-4%	-25%	0%	1	?	19%	-1%
O=C(Nc1cc(-c2nc3ccccc3s2)ccc1Cl)c1ccc2c(c1)OCO2	13	-12%	-2%	i	23%	16	-5%	-21%	9%
Cc1cc(C)c(S(=O)(=O)Nc2cc(C)on2)c(C)c1	-7	-11%	5%	-35%[inhibitor]	3%	0	2%	23%	?
O=C(O)c1[nH]c2ccccc2c1C=NCc1ccccc1Cl	-15	3%	-5%	i	0%	-3	-2%	1%	-13%
O=C(Nc1nc(-c2ccc3ccccc3c2)cs1)c1ccc(N2C(=O)CCC2=O)cc1	?	-16%	-4%	-15%	-4%	0	-3%	20%	-27%
O=S(=O)(Nc1ccncc1Cl)c1ccc2ccccc2c1	5	2%	1%	i	1%	-7	-4%	-14%	2%
COc1ccc(NC(C)=O)cc1NC(=O)CN1CCN(C2c3ccccc3-c3ccccc32)CC1	28	-24%	-2%	0%	8%	47*	9%	10%	7%
CCn1cc(C(=O)NCC(=O)OC)c2cc(OC)c(OC)cc2c1=O	-15	0%	-7%	i	18%	3	1%	6%	2%
CSc1ccc(C(=O)C2CCCN(C(=O)c3ccc4c(c3)OCO4)C2)cc1 (stereo not given)	-6	-5%	-4%	-42%[inhibitor]	?	-4	-9%	?	-18%
CCCc1c(C)nc2ccccc2c1SCCC#N	17	3%	-3%	-4%	-23%	0	-4%	16%	4%
O=C(CCC(=O)c1cccs1)NNC(=O)c1cc(Cl)ccc1Cl	0	-15%	3%	i	-26%	-15	5%	-1%	16%
O=C(NCC1CCCN1S(=O)(=O)c1cccs1)C(=O)Nc1ccccc1F (stereo not given)	-9	-2%	21%	-22%	-2%	-3	3%	4%	0%
COc1ccccc1N=Nc1c(O)[nH]c2ccc(Br)cc12	-6	9%	6%	-5%	16%	6	2%	-8%	32%
Cc1csc2nc(-c3cccc(NC(=O)c4ccccc4F)c3)cn12	nt	-2%	-9%	-26%	-16%	-13	-13%	-10%	6%
O=C(NCc1ccccc1Cl)C1CCC(CNS(=O)(=O)c2ccc(Br)s2)CC1 (stereo not given)	nt	-3%	nt	i	1%	-5	nt	5%	-1%
CC(=O)c1ccc(N2Cc3ccccc3C2)cc1	-8	-6%	13%	-5%	-14%	3	0%	-6%	4%
COc1cccc(OCc2cc(C(=O)N3CCN(C(C)=O)CC3)no2)c1	?	-10%	-7%	-16%	-3%	8	3%	11%	0%
O=C(C1CCN(S(=O)(=O)c2ccccc2)CC1)N1CCN(Cc2ccccc2)CC1	7	20%	-5%	-24%	-16%	-7	0%	8%	12%
c1ccc(COc2ncnc3c2ncn3CCCNC2CCN(Cc3ccccc3)CC2)cc1	1	?	-1%	-13%	7.1µM*	1	5%	6%	-29%
O=C(NCc1cccc(CNC(=O)c2ccco2)c1)c1ccco1	-24	1%	-3%	-20%[57.5 µM]	8%	-9	-1%	-21%	1%
Cc1ccsc1/C=N/n1c(-c2ccccc2)n[nH]c1=S	-1	?	0%	-29%	3%	-1	-10%	?	-27%

Of the compounds above, these have a Cl atom.
SMILES	DRD3 antagonist	HEK293 tox	GLP-1R agonist	PTHR1 agonist	GLP-1R inv ag	DRD3 agonist	aSyn yeast inh	TDP-43 yeast inh	KB-V1 cytotox
O=C(O)c1cccc(NC(=O)c2ccc(COc3ccc(Cl)cc3)cc2)c1	5	-2%	2%	-22%	5%	5	1%	19%	?
CN(C)c1ccc(/C=N/NC(=O)c2ccccc2Cl)cc1	3	-26%	9%	i	?	-10	1%	-13%[0.397 µM]	?
O=C(Nc1cc(-c2nc3ccccc3s2)ccc1Cl)c1ccc2c(c1)OCO2	13	-12%	-2%	i	23%	16	-5%	-21%	9%
O=C(O)c1[nH]c2ccccc2c1C=NCc1ccccc1Cl	-15	3%	-5%	i	0%	-3	-2%	1%	-13%
O=S(=O)(Nc1ccncc1Cl)c1ccc2ccccc2c1	5	2%	1%	i	1%	-7	-4%	-14%	2%
O=C(CCC(=O)c1cccs1)NNC(=O)c1cc(Cl)ccc1Cl	0	-15%	3%	i	-26%	-15	5%	-1%	16%
O=C(NCc1ccccc1Cl)C1CCC(CNS(=O)(=O)c2ccc(Br)s2)CC1 (stereo not given)	nt	-3%	nt	i	1%	-5	nt	5%	-1%
